OX1R antag-1 = blocks the human orexin 1 receptor; O43613; CHO/OX1R cells, Fluo-8 calcium fluorescence, orexin A; inhibition, % at 5 µM; hit rate 0.43% among 330,000; AID 434989;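 active = inhibition above its plate's threshold, mean inhibition of all tested compounds on the plate plus 3 SD, cut at about 37% in these data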;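 also: 0% = orexin A challenge wells and 100% = SB-334867-A antagonist wells; not every result past the cut was called active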
Target sequence (O43613 whole entry, looked up): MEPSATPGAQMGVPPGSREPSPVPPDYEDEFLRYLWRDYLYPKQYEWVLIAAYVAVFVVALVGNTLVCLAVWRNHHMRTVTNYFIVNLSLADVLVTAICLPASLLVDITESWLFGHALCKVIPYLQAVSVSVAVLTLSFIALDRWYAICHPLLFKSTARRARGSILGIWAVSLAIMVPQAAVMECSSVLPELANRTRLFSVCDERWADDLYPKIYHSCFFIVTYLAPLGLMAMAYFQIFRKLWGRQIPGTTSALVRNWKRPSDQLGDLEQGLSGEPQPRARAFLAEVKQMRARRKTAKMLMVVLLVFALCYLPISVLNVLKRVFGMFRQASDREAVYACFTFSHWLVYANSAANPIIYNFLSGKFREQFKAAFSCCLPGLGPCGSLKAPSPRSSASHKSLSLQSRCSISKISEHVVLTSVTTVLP
OX1R antag-2 = antagonists of human orexin 1 receptor (OX1R); O43613; OX1R-expressing cells, FRET antagonist read-out; AID 485270; inhibition, % at 6.6 µM; hit rate 1.8% among 330,000; in the data active = inhibition mostly above about 38%, no sharp cut-off; inactive = mostly below about 40%;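 also: 0% = agonist challenge alone and 100% = reference antagonist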
The depositor's hits bear a star. No enrichment for hits; about 2% have a hit in one of these screens.

OX1R antag-2	OX1R antag-1	canonical_smiles
2	-24	CCN1/C(=C2\SC(=S)N(Cc3ccccc3)C2=O)Sc2ccccc21
19	-11	CCOC(=O)C1CCN(c2c(NCCN(CC)c3ccccc3)c(=O)c2=O)CC1
82*	-35	COc1ccc(CCNC(=O)c2cc3c(=O)n4ccccc4nc3n(CC3CCCO3)c2=N)cc1OC (stereo unspecified)
14	-31	Cn1c(SCC(=O)N2CCCC2)nc2ccccc2c1=O
25	-16	COc1cccc(Nc2ncnc3sccc23)c1
-6	-13	COc1ccc(CCC(=O)Nc2ncc(C)s2)cc1OC
16	-36	CCCC(C(=O)NCc1ccco1)N(C(=O)CNS(=O)(=O)c1ccccc1)C1CCCC1 (stereo unspecified)
18	-19	COc1cccc(C2/C(=C(\O)c3ccc(OC)c(OC)c3)C(=O)C(=O)N2c2cc(C)on2)c1 (stereo unspecified)
16	-9	COc1cc(NS(=O)(=O)c2ccc(N/C=C\C(=O)c3ccc(F)cc3)cc2)nc(OC)n1
0	-16	O=C1CN(C(=O)CN2CCCC2)C(c2ccccc2)c2cc(Br)ccc2N1 (stereo unspecified)
8	-17	Brc1ccc(Nc2nc3ccccc3n3nnnc23)cc1
11	-8	Cc1ccc(C2=NOC(=O)/C2=C\c2ccc(C)o2)cc1
25	-20	O=C(Nc1ccc2c(c1)OCO2)c1cccc(Cl)c1
-1	-17	CN(/N=C/c1cc(Br)cc(Br)c1O)c1cccc(C(F)(F)F)n1
4	-8	O=C(NCc1ccc2c(c1)OCO2)C12CN(Cc3ccccc3)CC1C(c1cccc([N+](=O)[O-])c1)=NO2 (stereo unspecified)
44	-23	N#Cc1c(NC(=O)c2cnccn2)sc2c1CCCC2
9	-8	CC(C)OCCCNC(=O)c1ccc(NS(C)(=O)=O)cc1
-4	25	CCCCNC(=O)C(C1CCCCC1)N(CCN(C)C)C(=O)CCCN1C(=O)NC(c2ccc(-c3ccccc3)cc2)C(C(=O)OCc2ccccc2)=C1C (stereo unspecified)
88*	40	Cc1ccn2cc(C(=O)Nc3ccc4c(c3)OCCO4)nc2c1
15	-26	COC(=O)C1=C(N)Oc2cc(C)[nH]c(=O)c2C1c1ccc(Cl)cc1 (stereo unspecified)
21	-29	CC(=O)Nc1ccc(Nc2ncnc3c2cnn3-c2cccc(C)c2)cc1
6	-17	COCCN(C(=O)COC(=O)CCc1ccc(OC)cc1)c1c(N)n(Cc2ccccc2)c(=O)[nH]c1=O
19	-33	Cc1cc(C)n2nc(C(=O)N/N=C/c3c4ccccc4cc4ccccc34)nc2n1
-1	-18	O=C(O)CSc1nnc(Cn2c(=O)sc3ccccc32)n1-c1cccc(Cl)c1
18	-4	CC(C)C(C(=O)Nc1nccs1)N1C(=O)c2ccccc2C1=O (stereo unspecified)
13	-19	COc1ccc(/C=C/C(=O)c2ccccc2)cc1COc1ccc(F)cc1
22	-18	CCn1ncc(Br)c1C(=O)Nc1ccc(F)cc1F
-5	-12	O=C(Nc1ccccc1NC(=O)c1ccc(F)cc1)c1ccc(F)cc1
14	-12	COc1ccc2c(C)cc(N3CCOCC3)nc2c1
11	2	CCCCN(C(=O)NC(=O)Nc1ccc(C)cn1)S(C)(=O)=O
9	0	CC1(C)CC(=O)C=C(NCCN2CCNCC2)C1
11	-17	CCOC(=O)c1nnn(-c2nonc2N)c1-c1ccc(F)cc1
12	-19	Cc1cc(Nc2cc(Cl)cc(Cl)c2)nc(N)n1
5	-2	O=C(CCN1C(=O)c2ccccc2S1(=O)=O)NCc1ccccc1
22	-16	CCOC(=O)C1(Cc2ccc(OC)cc2)CCN(C(=O)CC2CCC(=O)N2)CC1 (stereo unspecified)
3	-7	NC(=O)CSc1nnc(CNc2ccc(F)cc2)n1CC1CCCO1 (stereo unspecified)
5	-21	Cc1ccc(-c2csc3ncnc(-n4nnc5ccccc54)c23)cc1
17	-8	Cc1nc2ncnn2c(C)c1C/C=C/c1ccccc1
34	-5	COc1ccc(C(=O)/C=C2\Sc3ccccc3N2C)cc1
25	-43	COC(=O)C1=C(C(=O)OC)[C@@H]2N(Cc3ccccc3)c3ccccc3[C@@]23C[C@@H](C(=O)OC)N(C(=O)NC(C)(C)C)C3=N1
40	-7	Cc1ccc(S(=O)(=O)NCc2ccc(C(=O)NCCN(Cc3ccccc3)C(C)C)cc2)cc1
23	-28	Cc1ccccc1NC(=O)CCC(=O)OCCCC(F)(F)C(F)(F)F
14	-28	O=C(CSc1ncnc2c1oc1ccccc12)Nc1ccc2c(c1)OCCO2
7	-16	COc1cc(/C=C/C(=O)OCC(=O)N2CCc3ccccc3C2)ccc1O
20	-22	Cc1ccc(SCC(=O)OCC(=O)NCCCc2ccccc2)cc1
15	1	CCOc1ccc(NC(=O)CN(C)CC(=O)NC(C)c2ccccc2)cc1OCC (stereo unspecified)
7	-16	O=C(O)c1ccc(S(=O)(=O)N(Cc2cccs2)CC2CCCO2)cc1 (stereo unspecified)
14	3	CC(C)CN(C(=O)COC(=O)Cc1c[nH]c2ccccc12)c1c(N)n(Cc2ccccc2)c(=O)[nH]c1=O
6	-3	COc1ccc(CCNC(=O)CN2C(=O)NC3(CCCCC3C)C2=O)cc1 (stereo unspecified)
6	-10	Cc1cc(C)n(-c2nc(Nc3ccccc3)nc(-n3nc(C)cc3C)n2)n1

The list continues:
OX1R antag-2	OX1R antag-1	canonical_smiles
15	-12	Cc1ccc(Cl)cc1NC(=S)NN
24	-6	COCCN1C(=O)/C(=C/c2ccc(OCc3ccc(C(=O)O)cc3)c(OC)c2)SC1=Nc1ccccc1
14	20	Cc1cc(N2CCOCC2)nc(N2CCOCC2)n1
10	-10	O=C(NC(C(=O)N/N=C/c1cccnc1)c1n[nH]c(=O)c2ccccc12)c1ccccc1 (stereo unspecified)
7	0	CCC(C)(C)NC(=O)C(c1cccs1)N(C(=O)c1ccn[nH]1)c1ccccc1 (stereo unspecified)
52*	-12	Cc1ccc(C(=O)O)cc1NC(=O)C1CCCN1S(=O)(=O)c1cccc2nsnc12 (stereo unspecified)
50	1	CCCCCNc1nc2ccccc2nc1NS(=O)(=O)c1cccs1
27	-29	O=C(NC1CC1)C1=C[C@@H](c2ccccc2)C[C@@H](OCc2ccc(CO)cc2)O1
29	2	O=C(CSc1nnc(-c2ccco2)n1Cc1ccco1)Nc1ccccc1
24	-24	Cc1ccc2c(CC(=O)NCc3ccco3)coc2c1C
7	-10	Cc1csc(SCC(=O)NC2CCS(=O)(=O)C2)n1 (stereo unspecified)
-2	-22	CC1CCN(CC(O)Cn2c3ccccc3c3ccccc32)CC1 (stereo unspecified)
28	-9	Cc1ccc(Sc2ncccc2C(=O)O)cc1C
11	-19	COc1ccc(NC(=O)c2ccc(CNc3c(NC4CCCCC4)c(=O)c3=O)cc2)cc1OC
16	-15	CCOC(=O)N1CCN(C(=O)Nc2ccc(Cl)cc2)CC1
14	5	c1ccc(-c2csc(-c3ccc(-c4csnn4)cc3)n2)cc1
4	-28	CN1c2ccc(Cl)cc2C(=O)NC1C1CC=CCC1 (stereo unspecified)
18	-14	O=C(CN1C(=O)S/C(=C\c2ccc(F)cc2)C1=O)NCCCn1ccnc1
4	-21	COCCN(CCOC)Cc1cc(=O)oc2cc3c(cc12)CCC3
-3	-1	CCC(C)[C@@H]1NC(=O)N(CCCN2CCCC2=O)C1=O (stereo partly specified)
16	-11	COc1ccc(-c2cc(C#N)nc(Oc3ccc(Cl)cc3)n2)cc1
9	-8	Cc1ccc(NC(=O)C2CCN(S(=O)(=O)c3ccc(Cl)c(C(F)(F)F)c3)CC2)nc1
14	-26	COc1cc(C(=O)NCCOc2ccccc2C)c(Br)c(OC)c1OC
23	-28	COC(=O)C1=C(C)N(Cc2ccco2)C(=O)N[C@@H]1c1cccc(C(F)(F)F)c1
8	-2	COC(=O)c1[nH]c(C)c(/C(O)=C2\C(=O)C(=O)N(CCN3CCOCC3)C2c2ccccc2OC)c1C (stereo unspecified)
0	-12	Cc1cccc(OCC(=O)N(C)c2c(N)n(Cc3ccccc3)c(=O)[nH]c2=O)c1C
5	-8	O=C(COC(=O)/C=C/c1ccccc1)NCc1cccs1
16	13	O=C(CCN1CCN(Cc2ccccc2)CC1)Nc1ccc(OCc2ccccc2)cc1
5	-16	COc1ccc(CCc2nnc(CCC(=O)N(C)Cc3ccncc3C)o2)cc1
9	-18	CC(/C=C\C=C\c1ccccc1)=N\NC(=O)c1cncc(Br)c1
7	-13	COc1cc(Cl)c([C@@H]2C[C@H]3CN(c4ccccc4)C(=O)[C@]34CCCN24)cc1OC
6	-31	CCC1Oc2ccc(C)cc2N(CC(=O)NCCCN2CCN(Cc3ccccc3)CC2)C1=O (stereo unspecified)
1	9	Cc1cc(NCCO)nc(-n2nc(C)cc2C)n1
11	-7	Cc1cccc(N2C(=O)C3C4C=CC(CC4)C3C2=O)c1 (stereo unspecified)
15	-22	COc1ccc(NC(=O)Cn2cnc3c(cnn3C(C)(C)C)c2=O)cc1OC
5	-8	O=C1CC(SCCO)C(=O)N1c1ccccc1 (stereo unspecified)
13	-9	COc1ccc(/C=N/OC(=O)Nc2ccc(Cl)cc2)c(OC)c1
8	9	C[C@H](NC(=O)c1ccccc1)C(=O)OCC(=O)Nc1ccc2c(c1)OCO2
6	-9	CC(=O)N1CCN(CC(=O)Nc2ccc(C)c(S(=O)(=O)N(C)C)c2)CC1
20	-25	CC(C)n1c(NCc2nc3ccccc3n2C)nc2ccccc21
25	-28	CCCN(CCC)C(=O)C1CCN(c2ccc(S(=O)(=O)N3CCOCC3)cc2[N+](=O)[O-])CC1
16	-6	CCOc1ccccc1-c1noc(CCC(=O)Nc2cccnc2)n1
37	17	CCOC(=O)c1sc(NC(=O)Nc2ccc(F)cc2)nc1C
31	-16	Cc1ccc(-c2nnc(-c3ccccc3)o2)cc1Br
32	-6	CN(C)c1ccc(/C=N\NC(=O)c2ccc(Cn3cc(Cl)cn3)cc2)cc1
-5	-6	CCOc1cc(C)c(S(=O)(=O)NCCCn2ccnc2)cc1C
4	-15	COc1ccc(/C=N/NC(=O)c2ccc(CN3C(=O)c4cccc5cccc3c45)cc2)cc1O
40	-22	COc1ccc(NC(C)=O)cc1S(=O)(=O)NC(Cc1ccccc1)C(=O)NCc1ccccc1C (stereo unspecified)
6	-21	Cc1ccc(CN2CCNC(=O)C2CC(=O)NC2CCCCCC2)o1 (stereo unspecified)
6	-44	COc1ccccc1CNCC(O)(c1ccc(F)cc1)c1ccc(F)cc1

Other records:
OX1R antag-2	OX1R antag-1	canonical_smiles
4	-22	COCc1ccc(CN2CCCC(CO)(Cc3cccc(Cl)c3)C2)o1 (stereo unspecified)
27	13	CCOc1ccc(NC(=S)N2CCC(C(N)=O)CC2)cc1
8	-19	CCn1c(SC(=O)NC2CCCCC2)nnc1-c1cccs1
6	-37	CC1=Nc2cc(C(=O)NCCCN3CCN(C)CC3)ccc2Sc2ccc(C)cc21
25	-18	CC(C)NC(=O)NC(=O)COC(=O)/C=C/c1ccc2c(c1)OCO2
4	26	CCCN1C(=O)/C(=C/c2ccc(N3CCOCC3)cc2)NC1=S
19	-12	COc1ccc(CCNC(=O)c2nnn(CC(=O)Nc3ccccc3)c2N)cc1OC
17	0	Cc1ccc(NC(=O)CCc2nc3ccccc3c(=O)[nH]2)cc1S(=O)(=O)N1CCOCC1
13	-24	Cc1ccc(C(=O)Nc2ncc(Cc3ccccc3)s2)o1
3	4	O=C(CSc1nc(-c2ccco2)cc(C(F)(F)F)n1)NCC1CCCO1 (stereo unspecified)

Some of the entries above in a different format:
> COCc1ccc(CN2CCCC(CO)(Cc3cccc(Cl)c3)C2)o1 (stereo unspecified)
  OX1R antag-2: 4 | OX1R antag-1: -22
> CCOc1ccc(NC(=S)N2CCC(C(N)=O)CC2)cc1
  OX1R antag-2: 27 | OX1R antag-1: 13

Back to the main list with the 7 entries that preceded the break.
OX1R antag-2	OX1R antag-1	canonical_smiles
6	-37	CC1=Nc2cc(C(=O)NCCCN3CCN(C)CC3)ccc2Sc2ccc(C)cc21
25	-18	CC(C)NC(=O)NC(=O)COC(=O)/C=C/c1ccc2c(c1)OCO2
4	26	CCCN1C(=O)/C(=C/c2ccc(N3CCOCC3)cc2)NC1=S
19	-12	COc1ccc(CCNC(=O)c2nnn(CC(=O)Nc3ccccc3)c2N)cc1OC
17	0	Cc1ccc(NC(=O)CCc2nc3ccccc3c(=O)[nH]2)cc1S(=O)(=O)N1CCOCC1
13	-24	Cc1ccc(C(=O)Nc2ncc(Cc3ccccc3)s2)o1
3	4	O=C(CSc1nc(-c2ccco2)cc(C(F)(F)F)n1)NCC1CCCO1 (stereo unspecified)
3	9	COc1ccc(Cl)cc1C(=O)NNC(=O)COC(=O)c1ccc(Br)o1
12	-10	CC(C)=C(NC(=O)c1ccccc1Br)C(=O)NCCc1nc2ccccc2[nH]1
12	-5	COc1ccc(OCCSc2nc(-c3ccccc3)cc(=O)[nH]2)cc1
4	-13	O=C(NCCO)c1cc2ccccc2cc1O
27	-11	O=[N+]([O-])c1ccc(N(CC(O)CN2CCCCC2)S(=O)(=O)c2ccccc2)cc1 (stereo unspecified)
8	-22	Cc1nc2cc(NC(=O)Nc3ccccc3Cl)ccc2n1C
1	-6	CC(C(=O)N1CCOCC1)c1ccccc1 (stereo unspecified)
4	-5	CC1(C(=O)N(CC(=O)NC2CCCC2)Cc2ccc(Cl)cc2)CC(=O)N=C2C=CC=CN21 (stereo unspecified)

Records listed above shown as hits in OX1R antag-2.
OX1R antag-2	OX1R antag-1	canonical_smiles
82*	-35	COc1ccc(CCNC(=O)c2cc3c(=O)n4ccccc4nc3n(CC3CCCO3)c2=N)cc1OC (stereo unspecified)
88*	40	Cc1ccn2cc(C(=O)Nc3ccc4c(c3)OCCO4)nc2c1
52*	-12	Cc1ccc(C(=O)O)cc1NC(=O)C1CCCN1S(=O)(=O)c1cccc2nsnc12 (stereo unspecified)
